# Bioassay records as filed in PubChem.
# p53 reactivation – mutant p53 re-activation in reporter cells | H1299 p53-A138V BP100-luciferase reporter, luminescence, 24 h | Potency, µM (highest dose often 92.2 µM), without a hit: at the highest dose activity change, positive = activation, usual class: activators | 0.063% of 320,000 active; further: % of control where 0% means no effect; nearly all actives have a fitted effect of over 45% in size
#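 H1299 (p53-null), stable ts p53-A138V + BP100-Luc; 1000 cells/well, Opti-MEM/10% FBS; cpd 4 pt, 1:5; 24 h, 37 deg C, 5% CO2; detection reagent 10 min RT; luminescence.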
# Gal4-VP16 FLuc – inhibits Gal4-VP16 luciferase reporter, ROR gamma counter-screen | Drosophila S2 Gal4-VP16 UAS-luciferase, luminescence, 20 h | 3.5% of 310,000 active | Potency, µM (doses to about 53.6 µM), for inactives: at the highest dose activity, negative = inhibition, usual class: inhibitors | AID 2546;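 further: Gal4-VP16 expression switched on by copper sulfate through the metallothionein promoter; on the % scale 0 is the no-effect control and ±100 the full control effect; nearly all actives have a fitted effect of over 50% in size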
# FLuc counter – firefly luciferase modulation, counter-screen for miR-21 project | AID 588342 | 6.9% of 360,000 active | Potency, µM (doses to about 57.5 µM), without a hit: at the top dose activity change, negative = inhibition, most hits filed as inhibitors | P08659 | purified FLuc, Km substrates, luminescence inhibition;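 further: plate controls were vehicle for no effect and reference inhibitor for full effect; nearly all actives have a fitted effect of over 55% in size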
# Target sequence (P08659 whole entry, looked up): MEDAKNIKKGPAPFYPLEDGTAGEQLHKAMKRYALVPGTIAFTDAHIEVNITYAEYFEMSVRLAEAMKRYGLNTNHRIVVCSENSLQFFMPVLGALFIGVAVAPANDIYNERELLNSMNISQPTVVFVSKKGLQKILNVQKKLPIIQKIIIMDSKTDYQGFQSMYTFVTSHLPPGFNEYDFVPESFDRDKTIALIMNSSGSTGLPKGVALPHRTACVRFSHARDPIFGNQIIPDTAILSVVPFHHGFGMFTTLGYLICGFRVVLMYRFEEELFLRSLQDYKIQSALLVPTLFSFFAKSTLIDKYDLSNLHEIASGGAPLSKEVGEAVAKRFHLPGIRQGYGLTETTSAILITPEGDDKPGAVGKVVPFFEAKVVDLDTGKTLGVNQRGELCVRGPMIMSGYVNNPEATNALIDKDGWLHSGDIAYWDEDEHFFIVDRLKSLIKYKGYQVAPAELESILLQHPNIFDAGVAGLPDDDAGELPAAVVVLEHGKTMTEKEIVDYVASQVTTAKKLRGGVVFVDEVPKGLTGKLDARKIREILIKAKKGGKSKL
#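 Biochemical qHTS of compounds, final roughly 60 µM downward over six points, against 10 nM purified firefly luciferase using Km concentrations of substrates (10 uM D-luciferin, 10 uM ATP) in Tris acetate pH 7.5 buffer; luminescence output.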
# ELG1 genotoxic – inducers of genotoxicity in HEK293T ELG1-luciferase cells. HEK293T ELG1-luciferase reporter, luminescence, 16 h. Potency, µM (top dose mostly 46 µM), inactives show at the highest dose activity change, positive = activation, actives largely listed as activators. 1.3% of 330,000 active. AID 504466; further: % of control where 0% means no effect; nearly all actives have a fitted effect of over 60% in size
#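 Step 1: seed 2,000 HEK293T ELG1-luciferase cells per well. Step 2: add compound or DMSO, incubate 16 hr at 37 °C. Step 3: ONE-Glo, 30 min at room temperature, read luminescence.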
# MBNL1 CUG block – inhibitors of human MBNL1 binding to CUG repeat RNA. 0.036% of 280,000 active. Q9NR56. TR-FRET MBNL1-His/biotin-(CUG)12 binding, 665/545 ratio. Potency, µM (highest dose often 57.5 µM), without a hit: at the top dose activity change, negative = inhibition, hits mostly inhibitors; active means well fitted inhibition curve with a large enough effect in the signal ratio, with a control signal flat, not every such curve was filed as active; inconclusive means small, poorly fitted or top-dose-only effect, or effect the other way, or a change in a side signal; inactive means no such curve, though single readings can be large or run the other way; the % refers to the signal ratio; further: on the % scale 0 is the no-effect control and ±100 the full control effect
#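 Ratiometric TR-FRET (665 over 545 nm, excitation 340 nm) tracks disruption of MBNL1-His/biotin-(CUG)12 complex after 60 min at room temperature, with compounds at 92 nM to 58 uM final.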
# uPA generation – cell surface uPA generation inhibition; cell surface uPA generation assay, qHTS; Potency, µM (doses to about 38.3 µM), for the others: top-dose activity change, negative = inhibition, usual class: inhibitors; 0.31% of 330,000 active; active means well fitted inhibition curve with a large enough effect; inconclusive means small, poorly fitted or top-dose-only effect; inactive means no such curve, though single readings can be large or run the other way; tested in mouse RAW 264.7 cells; further: on the % scale 0 is the no-effect control and ±100 the full control effect; nearly all actives have a fitted effect of over 55% in size
# BRCA1 expr up – increases BRCA1 expression; Potency, µM (titrated, usually from 46.1 µM), inactives show at the highest dose activation, usual class: activators; MCF7-BRCA1-FFLuc reporter, luminescence, 48 h; response scale: scaled: vehicle 0%, 10 µM genistein 100%; 1.1% of 380,000 active; further: nearly all actives have a fitted effect of over 80% in size; some results filed as inactive show a strong effect at the top dose
#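 MCF7 cells carrying a BRCA1-firefly luciferase reporter (2000 cells/well, phenol-red free MEM) were attached for 2 h at 37 °C, then given compounds for 48 h. Luminescence was read 15 min after luciferase reagent; activity normalized to genistein (10 microM) and DMSO.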
# RORgamma inh – inhibitors of mouse ROR gamma transcriptional activity; P51450; Drosophila S2 Gal4-RORgamma UAS-luciferase reporter, 20 h; 5.4% of 310,000 active; Potency, µM (series often up to 53.6 µM), for the others: top-dose activity change, negative = inhibition, actives largely listed as inhibitors; further: on the % scale 0 is the no-effect control and ±100 the full control effect; nearly all actives have a fitted effect of over 60% in size
# Target sequence (P51450 whole entry, looked up, the tested form may be a part): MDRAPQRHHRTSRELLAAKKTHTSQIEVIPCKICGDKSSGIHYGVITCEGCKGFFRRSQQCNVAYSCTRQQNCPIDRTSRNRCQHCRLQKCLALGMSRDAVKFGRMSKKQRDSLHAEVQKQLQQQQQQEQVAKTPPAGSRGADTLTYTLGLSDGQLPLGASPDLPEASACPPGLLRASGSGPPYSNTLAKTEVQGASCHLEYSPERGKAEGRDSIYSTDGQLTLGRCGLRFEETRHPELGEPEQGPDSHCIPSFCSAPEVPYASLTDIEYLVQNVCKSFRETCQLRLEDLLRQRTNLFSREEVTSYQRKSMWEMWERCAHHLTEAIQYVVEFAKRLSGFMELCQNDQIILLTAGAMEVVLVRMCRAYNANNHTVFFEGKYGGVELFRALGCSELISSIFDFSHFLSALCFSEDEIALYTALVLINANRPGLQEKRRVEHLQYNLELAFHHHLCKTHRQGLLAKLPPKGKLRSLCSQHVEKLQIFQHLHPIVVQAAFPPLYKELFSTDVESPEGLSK
#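 Compounds are pin-transferred onto Drosophila Schneider cells expressing a copper-inducible Gal4–ROR gamma transactivation domain fusion. After 1 hr, copper sulfate is added to 700 uM final; luciferase is read 20 hr later.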
# Rab9 promoter act – activates the Rab9 promoter; Huh7 Rab9 promoter-luciferase reporter, luminescence, 24 h; Potency, µM (titrated, usually from 9.22 µM), inactives show at the top dose activation, negative = inhibition, most hits filed as activators; 2.8% of 320,000 active; AID 485297; further: % of control where 0% means no effect; nearly all actives have a fitted effect of over 60% in size
#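 Steps: seed 1500 Huh7 Rab9-luc cells per well, rest 2 h at 37 °C; add compound in DMSO; incubate 24 h; add luciferase reagent, 10 min ambient; read luminescence.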
# NPC1 promoter act – activates the NPC1 promoter; Huh7 NPC1 promoter luciferase reporter, 24 h; Potency, µM (doses to about 9.22 µM), for the others: at the top dose activation, hits mostly activators; 2.4% of 320,000 active;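 further: % of control where 0% means no effect; nearly all actives have a fitted effect of over 60% in size; reporter is driven by a mutant NPC1 promoter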
#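 Compounds in DMSO were transferred onto Huh7 NPC1-luciferase reporter cells pre-incubated 2 h; after 24 h at 37 °C, Amplite reagent was dispensed and luminescence recorded 10 min later.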
# Active calls of the source: *; ? = inconclusive; · = not tested or not shown; & = joins results of further samples; [ ] = remark or other dose. Unless noted, the call rests on the fitted dose curve; in most records, active means well fitted curve in the direction sought with a large enough effect; inconclusive means small, poorly fitted or top-dose-only effect, or another doubt; inactive means no such curve, though single readings can be large; an effect the other way counts as inactive or inconclusive. Potency means the concentration at half of the fitted maximal effect.
SMILES,p53 reactivation,Gal4-VP16 FLuc,FLuc counter,ELG1 genotoxic,MBNL1 CUG block,uPA generation,BRCA1 expr up,RORgamma inh,Rab9 promoter act,NPC1 promoter act
O=C(COC(=O)c1c[nH]c(=O)[nH]c1=O)Nc1ccccc1F,-3.0%,-4.5%,-1.4%,-16.6%,·,9.7%,-17.7%,8.5%,3.4%,10.4%
Cc1ccc(C)c(OCC(=O)N/N=C/c2c(C)nn(-c3ccccc3)c2Cl)c1,0.3%,-10.7%,2.6%,2.3%,-6.0%,·,·,-34.7%,-2.5%,-2.2%
O=C(NC1CCN(C(=O)Nc2ccccc2Cl)CC1)c1cccc(F)c1,-3.9%,7.4%,-1.6%,-0.5%,-1.7%,-1.2%,0.7%,-8.8%,-3.4%,-5.3%
S=c1[nH]nc(C2CCCCC2)n1/N=C/c1c(Cl)cccc1Cl,-0.2%,?,0.8%,0.0%,-2.5%,6.9%,-22.8%,?,11.7%,-2.7%
O=C(Cc1ccccc1)N1CCN=C1SCc1ccc([N+](=O)[O-])cc1,22.5%,3.3%,-1.8%,-5.1%,27.7%,-14.6%,-20.5%,35.7%,1.6%,-4.9%
N#Cc1c[nH]n2c(=O)c3c(nc12)CCC3,1.9%,-3.0%,-0.1%,-0.6%,-6.1%,0.8%,-2.7%,-2.3%,-4.3%,-5.2%
CCOC(=O)c1sc(NC(=O)C2CC2)cc1C,10.2%,37.7%,?,6.2%,-2.1%,-9.6%,47.0%,?,19.1%,7.7%
COc1cccc(CNC(=O)COc2cccc3c2OC(C)(C)C3)c1,0.7%,·,-1.7%,-1.2%,·,13.9%,-5.3%,·,-4.7%,0.7%
CCNc1nc(SCC(=O)OC)nc(N(C)C)n1,-1.8%,11.4%,-1.8%,1.5%,-3.9%,-4.5%,4.6%,-6.8%,3.7%,-2.7%
COC(=O)CCC(=O)OC,3.3%,-1.4%,·,-0.7%,·,-5.9%,4.2%,-3.2%,·,·
CNC(=O)C1CC(=O)N(c2ccc(C)cc2)C1 (stereo not given),-4.1%,-3.5%,2.7%,1.9%,-3.8%,·,0.0%,-4.7%,-3.5%,1.1%
O=C(CN1c2ccccc2Sc2ccccc21)N/N=C/c1ccc(Cl)cc1,15.1%,-1.3%,3.6%,-5.6%,-5.6%,1.3%,-21.2%,27.6%,-1.7%,-4.5%
Cc1ccc(C(=O)Cn2c(-c3ccccc3)noc2=O)cc1,-2.0%,-3.5%,2.7%,-6.3%,6.9%,-1.1%,19.4%,-8.1%,-7.9%,0.8%
CSc1ccc(C=NNc2ccc(S(=O)(=O)Nc3ccccc3C(=O)O)cc2[N+](=O)[O-])cc1,26.3%,·,·,2.1%,·,-3.9%,11.5%,·,·,·
O=C(Cc1ccccc1)NNC(=O)c1ccccc1C(=O)O,1.9%,5.4%,2.2%,0.6%,-3.5%,0.7%,0.0%,3.16µM*,-4.5%,-3.0%
Cc1cc(C(=O)COc2ccc(C#N)cc2)c(C)n1C1CC1,5.9%,·,-1.5%,8.0%,·,-2.6%,-1.3%,·,8.2%,-2.0%
COc1ccc(CCN(C)CC(O)COC(c2ccc(F)cc2)c2ccc(F)cc2)cc1OC (stereo not given),-7.3%,2.4%,0.0%,-3.4%,-2.2%,-6.6%,-37.9%,-44.5%,-0.6%,-3.2%
Cc1ccc(S(=O)(=O)N(C)CCCC(=O)NCc2ccc3c(c2)OCO3)cc1,-1.7%,-11.4%,-0.4%,-2.8%,10.5%,7.2%,-25.4%,-12.7%,-7.4%,0.8%
CCCC1CC(CCc2ccccc2)OS(=O)(=O)N1 (stereo not given),5.0%,-0.4%,2.4%,0.7%,-8.4%,-8.3%,-6.3%,7.8%,1.6%,0.3%
CCCC(=O)NC(=S)Nc1cccc(C(C)=O)c1,19.5%,?,-0.6%,5.7%,-11.2%,12.6%,10.3%,10µM*,11.8%,-3.8%
CCc1c(O)nc(SCC(=O)c2ccccc2)n(-c2ccccc2)c1=O,3.4%,-1.0%,-1.9%,1.1%,-1.7%,-12.3%,1.8%,39.5%,11.8%,-0.8%
CC(C)(C)NC(=O)c1cc(Cl)ccc1[N+](=O)[O-],-3.8%,4.1%,1.6%,-1.2%,34.8%[activator],7.8%,7.6%,2.7%,12.4%,-2.5%
COc1ccc(Cc2nnc(NC(=O)c3ccc(F)cc3)s2)cc1OC,·,2.8%,-0.1%,-0.9%,-23.1%,-11.7%,-19.2%,-3.9%,6.4%,2.6%
CCCC(C)NC(=O)Cc1ccc(S(=O)(=O)N2CCOCC2)s1 (stereo not given),-1.5%,·,-1.0%,5.4%,·,-21.2%,-2.1%,·,-0.3%,-1.7%
Cc1ccccc1C(OCC(O)CN1CCC(C(N)=O)CC1)c1ccccc1 (stereo not given),0.6%,11.2%,1.2%,0.7%,2.8%,-0.1%,-4.3%,-5.7%,2.0%,1.3%

# The final two entries of the part above lead into the next:
SMILES,p53 reactivation,Gal4-VP16 FLuc,FLuc counter,ELG1 genotoxic,MBNL1 CUG block,uPA generation,BRCA1 expr up,RORgamma inh,Rab9 promoter act,NPC1 promoter act
CCCC(C)NC(=O)Cc1ccc(S(=O)(=O)N2CCOCC2)s1 (stereo not given),-1.5%,·,-1.0%,5.4%,·,-21.2%,-2.1%,·,-0.3%,-1.7%
Cc1ccccc1C(OCC(O)CN1CCC(C(N)=O)CC1)c1ccccc1 (stereo not given),0.6%,11.2%,1.2%,0.7%,2.8%,-0.1%,-4.3%,-5.7%,2.0%,1.3%
COc1cc(NC(=O)CN2C(=O)COc3ccc(S(=O)(=O)N4CCCC4)cc32)cc(OC)c1,-6.6%,-8.6%,-2.6%,-1.1%[9.26 µM],-1.2%,4.3%,3.2%,20.6%,-1.4%,-0.4%
Cc1nn(-c2ccccc2)c(Cl)c1C(=O)NCC(C)c1ccccc1 (stereo not given),14.9%,?,?,6.9%,-3.8%,1.0%,50.7%,21.4%,19.1%,17.8%
Cc1ccc(N2C(=O)[C@@H]3[C@H](C2=O)[C@H]2C=CC=NN2[C@@H]3C(=O)Nc2ccccc2)cc1,2.8%,-2.3%,?,4.1%,·,-1.1%,-7.9%,?,-1.8%,0.9%
CC(C)CCOP(=O)(c1ccc(N(C)C)cc1)C(O)c1c(Cl)cccc1Cl (stereo not given),-6.2%,0.9%,-0.7%,-3.1%,-0.9%,-6.8%,-20.3%,32.4%,4.9%,-9.4%
COc1ccc(CCNC(=O)CSc2nnc3ccc(-c4ccncc4)nn23)cc1,1.8%,-2.5%,-3.1%,-13.2%,?,0.4%,0.9%,0.9%,1.3%,-1.5%
CCN(c1ccccc1)c1nc(C#N)nc(N(CC)c2ccccc2)n1,-1.5%,-3.4%,-2.2%,-6.9%,-4.4%,-6.1%,-65.7%&-31.3%,-5.0%,-2.9%,-7.2%
Cc1ccc(CN2CCCN(Cc3ccc(F)cc3Cl)S2(=O)=O)cc1,6.2%,-0.6%,7.0%,1.8%,-8.3%,-8.2%,-10.6%,-2.7%,-8.4%,3.1%
CC(=O)Nc1cc(C(=O)c2ccccc2)ccc1N1CCOCC1,-1.7%,10.8%,2.0%,-2.3%,-9.7%,-0.5%,-13.9%,?,1.5%,1.1%
COc1ccc(C)cc1-n1c(-c2ccncc2)n[nH]c1=S,4.1%,-3.2%,-2.8%,1.1%,1.7%,-0.7%,-0.8%,-14.2%,3.1%,-1.2%
O=C1CCN(CCc2ccccc2)CCN1[C@H](CSc1ccccc1)c1ccccc1,18.3%,-10.5%,?,1.2%,-1.6%,-19.5%,0.0%,-2.2%,8.5%,11.8%
Brc1ccc(/C=N/Nc2ccccc2)cc1,?,3.1%,16.9µM*,?,-5.3%,-1.2%,63.5%,24.9%,?,17.8%
Cc1cnc(C(=O)OCC(=O)Nc2sc3c(c2C#N)CCC3)cn1,5.9%,·,4.5%,10.3%,·,-2.4%,-12.8%,·,1.6%,1.3%
O=Cc1cc2ccccc2nc1SCCCF,0.1%,-9.4%,?,1.9%,6.9%,-8.1%,-22.2%,23.7%,-2.0%,-0.9%
O=c1oc2ccccc2cc1NCc1ccccc1O,?,-13.7%,15.1µM*,?,2.7%,-9.7%,39.0%,0.9%,16.9%,1.0%
CCSC1=C(C#N)C(c2cccc(O)c2)CC(=O)N1 (stereo not given),-14.2%,0.8%,?,3.8%,8.7%,-14.8%,0.7%,19.9%,4.4%,-0.3%
C=CCNc1nc2c(c(=O)n(C)c(=O)n2C)n1CC(=C)C,0.4%,-1.1%,-1.8%,-3.3%,-7.4%,-5.3%,-3.3%,12.5%,0.1%,-1.3%
O=C(CN1C(=O)NC2(CCCc3ccccc32)C1=O)NCC(F)(F)F (stereo not given),1.5%,3.8%,0.6%,1.7%,-5.3%,4.1%,-8.9%,-0.5%,2.4%,-7.7%
N/C(CN1CCCC1=O)=N\O,-1.3%,1.0%,0.1%,2.0%,-0.5%,2.0%,8.9%,-2.9%,-5.5%,1.2%
O=[N+]([O-])c1ccccc1S(=O)(=O)N1CCN(CC2CC3C=CC2C3)CC1 (stereo not given),-0.4%,9.3%,-0.1%,-1.8%,-5.0%,2.7%,3.5%,9.6%,-1.7%,-6.3%
CCOCCn1c(=O)c2c(nc3n2CCCN3Cc2ccccc2)n(C)c1=O,-1.5%,15.6%,-0.1%,-1.3%,-3.4%,4.5%,-28.4%,-20.3%,0.0%,-3.0%
